Source: PubChem BioAssay
RXFP1 agonist – qHTS Assay for Agonists of the Relaxin Receptor RXFP1. HEK293T-RXFP1 cAMP TR-FRET, 30 min; response scale: percent of porcine relaxin response, buffer zero. Potency, µM (series often up to 57.5 µM), for the others: at the top dose activation, usual class: activators. hit rate 0.3% among 370,000; further: potency means the concentration at half of the fitted maximal effect; on the % scale 0 is the no-effect control and ±100 the full control effect; nearly all actives have a fitted effect of over 60% in size; many of its hits are not listed in these tables
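HEK293 cells stably expressing RXFP1, treated 30 min at 37C with compounds plus PDE4 inhibitor Ro 20174; cAMP measured by HTRF TR-FRET. Normalized to buffer and 29 nM porcine relaxin; EC50 by Hill fit.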
LDHA inh – qHTS assay for inhibitors of human lactate dehydrogenase; L-lactate dehydrogenase A chain (Homo sapiens), P00338; purified LDHA, NADH/diaphorase-resazurin fluorescence; active compounds read low; hit rate 0.15% among 480,000; activity change, % (values are at about 110 or 230 µM); in the data active means activity change below about -30%; inconclusive means mostly about -25% to -30%;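 further: plate controls were DMSO wells for no effect and wells without enzyme for full effect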
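Human LDH5 (2 nM) was incubated with 0.06 mM NADH and 0.2 mM pyruvate for 5 min at room temperature in Tris pH 7.4. Remaining NADH was coupled through diaphorase/resazurin, and resorufin fluorescence was read at 0 and 20 min.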
Vif-APOBEC3F blk – qHTS for Inhibitors of Vif-A3F Interactions: qHTS. Potency, µM (top dose mostly 46.1 µM), without a hit: at the highest dose activity, negative = active. AID 602313, 2012. hit rate 0.2% among 390,000. HeLa A3F-eYFP + Vif (tagged APOBEC3F with the HIV-1 protein that degrades it), YFP fluorescence increase; further: potency means the concentration at half of the fitted maximal effect; % of control where 0% means no effect; nearly all actives have a fitted effect of over 65% in size
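Fluorescence increase (Ex 488/Em 500-530) after overnight compound treatment at 37 deg C flags inhibition of Vif-driven A3F-eYFP loss in stable HeLa A3F-eYFP/Vif cells seeded overnight beforehand.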
D1 agonist – Allosteric Agonists of the Human D1 Dopamine Receptor: qHTS | D(1A) dopamine receptor (Homo sapiens), P21728 | HEK293 T-REx D1 cells, calcium flux, agonist mode | activation, % at 2 µM | hit rate 1% among 360,000; in the data active means activation above about 30%; further: 0% is about no effect
Target sequence (P21728 whole entry, looked up): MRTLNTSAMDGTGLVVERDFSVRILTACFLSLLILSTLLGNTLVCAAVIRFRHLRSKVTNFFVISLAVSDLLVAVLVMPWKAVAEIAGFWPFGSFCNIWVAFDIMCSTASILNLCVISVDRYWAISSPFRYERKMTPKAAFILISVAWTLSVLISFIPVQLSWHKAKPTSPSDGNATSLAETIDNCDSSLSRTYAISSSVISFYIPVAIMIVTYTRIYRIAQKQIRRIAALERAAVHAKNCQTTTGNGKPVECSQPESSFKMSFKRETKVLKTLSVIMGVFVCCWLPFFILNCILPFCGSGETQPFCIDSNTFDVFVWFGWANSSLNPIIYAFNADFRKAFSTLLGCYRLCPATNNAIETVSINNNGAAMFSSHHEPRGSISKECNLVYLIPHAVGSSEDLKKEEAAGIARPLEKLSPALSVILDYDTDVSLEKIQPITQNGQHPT
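Tetracycline-induced HEK293 TREx D1 cells, force-coupled to calcium signalling, were dye-loaded with a no-wash calcium kit. Compound was pin-added after a 10 s baseline. Fluorescence was read kinetically at 1 cycle/s for 180 s, with calcium rises flagged as agonism.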
Vif-A3G inh – qHTS for Inhibitors of Vif-A3G Interactions: qHTS | DNA dC->dU-editing enzyme APOBEC-3G (Homo sapiens), Q9HC16 | HeLa A3G-eYFP + Vif (tagged APOBEC3G with the HIV-1 protein that degrades it), YFP fluorescence, overnight | Potency, µM (doses to about 46.1 µM), for the others: top-dose activity, negative = active, hits mostly inhibitors | hit rate 0.076% among 410,000;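 further: potency means the concentration at half of the fitted maximal effect; on the % scale 0 is the no-effect control and ±100 the full control effect; nearly all actives have a fitted effect of over 60% in size; hits raise eYFP signal because A3G escapes Vif-driven loss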
Target sequence (Q9HC16 whole entry, looked up): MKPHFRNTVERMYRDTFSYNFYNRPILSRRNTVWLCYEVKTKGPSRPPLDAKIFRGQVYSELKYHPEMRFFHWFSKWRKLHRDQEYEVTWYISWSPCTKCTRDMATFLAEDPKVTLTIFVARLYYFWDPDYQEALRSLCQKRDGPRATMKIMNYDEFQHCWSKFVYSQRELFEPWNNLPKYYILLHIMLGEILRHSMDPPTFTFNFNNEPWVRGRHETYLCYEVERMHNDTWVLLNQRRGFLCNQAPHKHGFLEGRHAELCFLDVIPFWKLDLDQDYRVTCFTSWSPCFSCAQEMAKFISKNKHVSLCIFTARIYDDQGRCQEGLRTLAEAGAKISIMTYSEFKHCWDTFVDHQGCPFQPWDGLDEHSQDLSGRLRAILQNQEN
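Read-out is eYFP fluorescence (Ex 488/Em 500-530) from Vif-expressing HeLa A3G-eYFP cells; more signal means A3G escaped Vif-mediated degradation. Cells plated overnight, compound pinned in, incubated overnight at 37 deg C.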
Glioma ERSR ind – qHTS for Inducers of the Endoplasmic Reticulum Stress Response (ERSR) in Human Glioma: qHTS; hit rate 0.02% among 420,000; Potency, µM, without a hit: at the top dose activation, actives largely listed as activators; AID 602332, 2012; U87-MG GRP78 promoter luciferase reporter, 16 h; further: potency means the concentration at half of the fitted maximal effect; series mostly up to about 76 µM; % of control where 0% means no effect; nearly all actives have a fitted effect of over 35% in size
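Stably transfected U87-MG glioma cells carrying a GRP78-based luciferase sensor; 16 h compound incubation. Luminescence end-point read 10 min after Bright-Glo addition at room temperature.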
D1 potentiator – Potentiators of Human D1 Dopamine Receptor: qHTS; AID 504651, 2011; D(1A) dopamine receptor (Homo sapiens), P21728; hit rate 0.036% among 360,000; HEK293 TREx D1 cells, calcium flux, dopamine EC20 potentiation; potentiation, % at 10 µM; in the data active means potentiation above about 30%; further: 0% is about no effect
D2 PAM – HTS Assay for Positive Allosteric Modulators of the Human D2 Dopamine Receptor: Primary Screen for Potentiators | HEK293 T-REx D2, calcium flux, EC20 dopamine potentiation | potentiation, % at 10 µM | hit rate 0.34% among 340,000;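 active means potentiation over 3 SD above the plate norm, cut at about 30% in these data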; further: 0% is about no effect
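Potentiation of an EC20 dopamine calcium response is measured in a force-coupled, tetracycline-inducible Hek293 Trex D2 line. Compound-only kinetic reads over 180 s flag agonists before dopamine addition.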
D1 antagonist – Antagonist of Human D 1 Dopamine Receptor: qHTS; D(1A) dopamine receptor (Homo sapiens), P21728; activity change, negative = inhibition, % at 10 µM; AID 504652, 2011; HEK293 TREx D1 cells, calcium flux, dopamine EC80; active compounds read low; hit rate 3.2% among 360,000; in the data active means activity change below about -30%; further: on the % scale 0 is the no-effect control and ±100 the full control effect
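Allosteric or orthosteric antagonism assessed as attenuation of the calcium response to EC80 dopamine, added 180 s after compound, in induced HEK293 Trex D1 cells loaded with no-wash calcium dye.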
* = called active by the depositor; & = joins results of further samples. Unless noted, the call rests on the fitted dose curve; in most records, active means well fitted curve in the direction sought with a large enough effect; inconclusive means small, poorly fitted or top-dose-only effect, or another doubt; inactive means no such curve, though single readings can be large; an effect the other way counts as inactive or inconclusive.

How did Cc1ccc(Cl)cc1NC(=O)COC(=O)Cn1cnc2c1c(=O)n(C)c(=O)n2C do in these assays?
RXFP1 agonist: inconclusive; LDHA inh: 0; Vif-APOBEC3F blk: 5%; D1 agonist: 1; Vif-A3G inh: 1%; Glioma ERSR ind: -3%; D1 potentiator: -3; D2 PAM: -7; D1 antagonist: -7

How did Cc1ccccc1/C=C\c1nc2ccccc2c(=O)n1Cc1ccccc1 do in these assays?
RXFP1 agonist: -1.1%; LDHA inh: -2; Vif-APOBEC3F blk: 2%; D1 agonist: 11; Vif-A3G inh: -1%; Glioma ERSR ind: 1%; D1 potentiator: -4; D2 PAM: 5; D1 antagonist: -11

How did O=C(Nc1ccc(F)cc1)c1ccc(Cn2nc(N3CCN(c4ccccc4)CC3)ccc2=O)o1 do in these assays?
RXFP1 agonist: 2.3%; LDHA inh: 3; Vif-APOBEC3F blk: -3%; D1 agonist: 1; Vif-A3G inh: 4%; Glioma ERSR ind: -4%; D1 potentiator: -5; D2 PAM: -1; D1 antagonist: -32*

Results for CSc1nsc(SCC(=O)NCc2ccccc2)n1 ?
RXFP1 agonist: 1.3%; LDHA inh: -4&-5; Vif-APOBEC3F blk: 11%; D1 agonist: 1; Vif-A3G inh: -4%; Glioma ERSR ind: 3%; D1 potentiator: -1; D2 PAM: 3; D1 antagonist: 0

How did Cc1ccc(-c2csc(NC(=O)C3CSC4(C)CCC(=O)N34)n2)cc1 (centres undefined) do in these assays?
RXFP1 agonist: 1.3%; LDHA inh: -4; Vif-APOBEC3F blk: -1%; D1 agonist: 4; Vif-A3G inh: -1%; Glioma ERSR ind: 1%; D1 potentiator: -2; D2 PAM: -1; D1 antagonist: -6

What do the screens show for `Cc1ccc(SCCNC(=O)c2ccc(C)c(S(=O)(=O)Nc3ccccc3C)c2)cc1`?
RXFP1 agonist: 2.4%; LDHA inh: 4; Vif-APOBEC3F blk: 1%; D1 agonist: 2; Vif-A3G inh: 3%; Glioma ERSR ind: -3%; D1 potentiator: -4; D2 PAM: 19; D1 antagonist: -15

How did CCC(=O)N/C(=N\OCc1ccc(F)cc1)c1nonc1NC(=O)CC do in these assays?
RXFP1 agonist: 0.7%; LDHA inh: 0; Vif-APOBEC3F blk: -3%; Vif-A3G inh: 1%; Glioma ERSR ind: 8%

What do the screens show for `O=C(CCC1CCCC1)N=C1SC2CS(=O)(=O)CC2N1c1ccccc1F` (centres undefined)?
RXFP1 agonist: 3.0%; LDHA inh: -8; Vif-APOBEC3F blk: 3%; D1 agonist: 2; Vif-A3G inh: 3%; Glioma ERSR ind: -1%; D1 potentiator: -1; D2 PAM: 3; D1 antagonist: -14

How did O=C(NC1CC1)C1CCCN1S(=O)(=O)c1ccc2ccccc2c1 (centres undefined) do in these assays?
RXFP1 agonist: 1.8%; LDHA inh: -3; Vif-APOBEC3F blk: -3%; D1 agonist: 1; Vif-A3G inh: inconclusive; Glioma ERSR ind: 0%; D1 potentiator: -13; D2 PAM: -5; D1 antagonist: 13

Results for Cc1cccc(OCC(=O)Nc2nnc(-c3ccco3)s2)c1 ?
RXFP1 agonist: 10%; LDHA inh: -6; Vif-APOBEC3F blk: 2%; D1 agonist: 2; Vif-A3G inh: 7%; Glioma ERSR ind: 1%; D1 potentiator: 5; D2 PAM: 13; D1 antagonist: -8

Results for CCOc1ccc(NC(=O)c2ccc(N3CC4CC(C3)c3cccc(=O)n3C4)c(NC(=O)c3ccncc3)c2)cc1 (centres undefined) ?
RXFP1 agonist: -3.2%; LDHA inh: -2; Vif-APOBEC3F blk: 4%; D1 agonist: 3; Vif-A3G inh: -7%; Glioma ERSR ind: 15%; D1 potentiator: -3; D2 PAM: 3; D1 antagonist: 4

How did CC(=O)OCC(=O)[C@@]1(O)CC[C@H]2[C@@H]3CCC4=CC(=O)C=C[C@]4(C)[C@H]3C(=O)C[C@@]21C do in these assays?
RXFP1 agonist: 3.3%; LDHA inh: 0; Vif-APOBEC3F blk: 5%; D1 agonist: 3; Vif-A3G inh: -3%; Glioma ERSR ind: -2%; D1 potentiator: 1; D2 PAM: 10; D1 antagonist: -26

Results for Cc1cccc(OCC(=O)OCC(=O)c2c(N)n(C)c(=O)n(C)c2=O)c1C ?
RXFP1 agonist: 1.7%; LDHA inh: -3; Vif-APOBEC3F blk: -3%; D1 agonist: 2; Vif-A3G inh: -3%; Glioma ERSR ind: -3%; D1 potentiator: -9; D2 PAM: 4; D1 antagonist: 16

How did COc1ccc(NC(=O)CN2CCN(C(=O)N3CCOCC3)CC2)cc1 do in these assays?
RXFP1 agonist: -2.7%; LDHA inh: -5; Vif-APOBEC3F blk: -18%; D1 agonist: 5; Vif-A3G inh: 0%; Glioma ERSR ind: -3%; D1 potentiator: -4; D2 PAM: 2; D1 antagonist: 3

How did CCOCCN(C(=O)COC)c1cccc(OC)c1 do in these assays?
RXFP1 agonist: 0.8%; LDHA inh: 4; Vif-APOBEC3F blk: 9%; D1 agonist: 3; Vif-A3G inh: 3%; Glioma ERSR ind: -3%; D1 potentiator: -1; D2 PAM: 12; D1 antagonist: -9

Results for Cc1ccnc(NC(=O)c2ccc(Cl)c(NC(=O)C(C)Oc3ccccc3)c2)c1 (centres undefined) ?
RXFP1 agonist: -0.5%; LDHA inh: 0; Vif-APOBEC3F blk: 4%; D1 agonist: 4; Vif-A3G inh: -6%; Glioma ERSR ind: 1%; D1 potentiator: -4; D2 PAM: -6; D1 antagonist: 8

What do the screens show for `[O-][n+]1c2ccccc2[n+]([O-])c2cc(O)ccc21`?
RXFP1 agonist: -4.2%; LDHA inh: 15&42; Vif-APOBEC3F blk: 14%; D1 agonist: 3; Vif-A3G inh: -9%; Glioma ERSR ind: -5%; D1 potentiator: -2; D2 PAM: 1; D1 antagonist: 2

How did COc1ccc(-c2oc3cc(O)c(OC)c(O)c3c(=O)c2OC)cc1O do in these assays?
LDHA inh: 31; Vif-APOBEC3F blk: -24%; Vif-A3G inh: -52%; Glioma ERSR ind: 1%

What do the screens show for `O=C(Nc1ccc(Cl)cn1)c1ccc2c(c1)OCCO2`?
RXFP1 agonist: 2.4%; LDHA inh: -2; Vif-APOBEC3F blk: -12%; D1 agonist: 1; Vif-A3G inh: -3%; Glioma ERSR ind: -10%; D1 potentiator: 0; D2 PAM: 1; D1 antagonist: -15

Results for CC(=O)c1c(C)[nH]c(C(=O)COC(=O)c2c(-c3ccccc3)noc2C)c1C ?
LDHA inh: -12; Vif-APOBEC3F blk: -6%; Vif-A3G inh: -2%; Glioma ERSR ind: 0%

What do the screens show for `Cc1cccc(N2CCN(C(=O)CCN3C(=S)NC(C)(C)CC3C)CC2)c1C` (centres undefined)?
RXFP1 agonist: 3.0%; LDHA inh: -9; Vif-APOBEC3F blk: inconclusive; D1 agonist: -1; Vif-A3G inh: 0%; Glioma ERSR ind: -3%; D1 potentiator: -4; D2 PAM: 1; D1 antagonist: -2

How did COCCN(CCNC(=O)c1ccc(NC2=NC3CS(=O)(=O)CC3S2)cc1)Cc1ccco1 (centres undefined) do in these assays?
RXFP1 agonist: 0.8%; LDHA inh: -11; Vif-APOBEC3F blk: 2%; D1 agonist: 3; Vif-A3G inh: 4%; Glioma ERSR ind: -1%; D1 potentiator: 0; D2 PAM: -9; D1 antagonist: 2

How did Cc1oc2c(c1C(=O)O)C(=O)c1ccccc1C2=O do in these assays?
RXFP1 agonist: -1.5%; LDHA inh: 15; Vif-APOBEC3F blk: 5%; D1 agonist: 0; Vif-A3G inh: -12%; Glioma ERSR ind: 6%; D1 potentiator: 5; D2 PAM: 7; D1 antagonist: 11

What do the screens show for `CCn1cc([N+](=O)[O-])c(C(=O)Nc2nc3ccc(OC)cc3s2)n1`?
RXFP1 agonist: 0.2%; LDHA inh: -3; Vif-APOBEC3F blk: -17%; D1 agonist: 2; Vif-A3G inh: -23%; Glioma ERSR ind: 2%; D1 potentiator: 3; D2 PAM: -6; D1 antagonist: -14

What do the screens show for `O=C1C(Cc2ccccc2)NC(=S)N1c1ccccc1` (centres undefined)?
RXFP1 agonist: -2.8%; LDHA inh: -10; Vif-APOBEC3F blk: -5%; D1 agonist: 0; Vif-A3G inh: -5%; Glioma ERSR ind: 1%; D1 potentiator: -3; D2 PAM: 9; D1 antagonist: -5

Results for COC(=O)CCS(=O)(=O)c1ccc(Cl)cc1 ?
RXFP1 agonist: 2.1%; LDHA inh: -3; Vif-APOBEC3F blk: -3%; D1 agonist: 1; Vif-A3G inh: -1%; Glioma ERSR ind: -1%; D1 potentiator: -7; D2 PAM: -13; D1 antagonist: -1

Results for CC(=O)Nc1ccccc1C(=O)C(=O)Nc1cccc(C(=O)NC2CC2)c1 ?
RXFP1 agonist: 0.8%; LDHA inh: -11; Vif-APOBEC3F blk: 6%; D1 agonist: 2; Vif-A3G inh: 2%; Glioma ERSR ind: 5%; D1 potentiator: -4; D2 PAM: -3; D1 antagonist: -9

Filtered by structure: the entries above with an aryl thioether with sulfur outside any ring.
Results for CSc1nsc(SCC(=O)NCc2ccccc2)n1 ?
RXFP1 agonist: 1.3%; LDHA inh: -4&-5; Vif-APOBEC3F blk: 11%; D1 agonist: 1; Vif-A3G inh: -4%; Glioma ERSR ind: 3%; D1 potentiator: -1; D2 PAM: 3; D1 antagonist: 0

What do the screens show for `Cc1ccc(SCCNC(=O)c2ccc(C)c(S(=O)(=O)Nc3ccccc3C)c2)cc1`?
RXFP1 agonist: 2.4%; LDHA inh: 4; Vif-APOBEC3F blk: 1%; D1 agonist: 2; Vif-A3G inh: 3%; Glioma ERSR ind: -3%; D1 potentiator: -4; D2 PAM: 19; D1 antagonist: -15

Some of the compounds tested; the hit share may differ from the screen's.
